# Source: PubChem
# PTHR1 ag: qHTS for PTHR1 Agonists: Primary Screen; 410,000 compounds, 0.075% hits; Potency, µM (series often up to 115 µM), for the others: at the highest dose activation, usual class: activators; Parathyroid hormone/parathyroid hormone-related peptide receptor (Homo sapiens), Q03431; HEK293 GP2 PTHR1 cells, GloSensor cAMP luminescence, 1 h; note: potency is the fitted concentration of half-maximal effect; nearly all actives have a fitted effect of over 55% in size; some results filed as inactive show a strong effect at the top dose; inactives centre near -15; many of its hits are not listed in these tables
#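 HEK-293-derived GP2 cells expressing PTHR1 and a GloSensor cAMP reporter, 3,000/well, plated overnight, given luciferin plus IBMX (each 0.5 mM as added) for 1 h at 37 °C, then compound for 1 h at 37 °C. Luminescence was read after 15 min at room temperature.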
# DRD3 agonist: qHTS of D3 Dopamine Receptor Agonist: qHTS; 410,000 compounds, 0.58% hits; D(3) dopamine receptor (Homo sapiens), P35462; max activation, %; D3R DiscoveRx beta-arrestin cells, luminescence, 90 min; in the data active = max activation above about 30%; note: 0% is about no effect; mostly tested at two doses, the higher about 12 µM
# Target sequence (P35462 whole entry, looked up): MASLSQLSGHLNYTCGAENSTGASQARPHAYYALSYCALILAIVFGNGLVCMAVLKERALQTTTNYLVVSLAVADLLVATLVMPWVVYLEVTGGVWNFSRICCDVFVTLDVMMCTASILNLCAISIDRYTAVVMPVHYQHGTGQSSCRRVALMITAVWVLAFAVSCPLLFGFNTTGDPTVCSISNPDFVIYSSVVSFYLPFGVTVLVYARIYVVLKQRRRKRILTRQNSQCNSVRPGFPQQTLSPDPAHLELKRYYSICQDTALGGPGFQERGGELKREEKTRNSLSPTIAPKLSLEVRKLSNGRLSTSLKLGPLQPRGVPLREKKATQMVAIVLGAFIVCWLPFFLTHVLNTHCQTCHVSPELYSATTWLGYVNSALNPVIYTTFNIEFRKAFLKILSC
#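 Agonist-mode cell screen: cells plated at 1500/well and incubated overnight at 37 °C, then exposed to library compounds for 90 min at 37 °C. Detection reagent was added for 30–60 min at room temperature, and luminescence was read.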
# GLP-1R inv ag: qHTS of GLP-1 Receptor Inverse Agonists (Inhibition Mode). HEK293 GLP-1R CRE-luciferase, luminescence, 24 h; GLP-1R form is constitutively active. AID 624417, 2012. 410,000 compounds, 1.6% hits. Glucagon-like peptide 1 receptor (Homo sapiens), P43220. Potency, µM (titrated, usually from 38.3 µM), without a hit: at the top dose activity change, negative = inhibition, usual class: inhibitors; note: potency is the fitted concentration of half-maximal effect; % is set by controls: 0 for no effect and ±100 for the full control effect; nearly all actives have a fitted effect of over 55% in size
# Target sequence (P43220 whole entry, looked up): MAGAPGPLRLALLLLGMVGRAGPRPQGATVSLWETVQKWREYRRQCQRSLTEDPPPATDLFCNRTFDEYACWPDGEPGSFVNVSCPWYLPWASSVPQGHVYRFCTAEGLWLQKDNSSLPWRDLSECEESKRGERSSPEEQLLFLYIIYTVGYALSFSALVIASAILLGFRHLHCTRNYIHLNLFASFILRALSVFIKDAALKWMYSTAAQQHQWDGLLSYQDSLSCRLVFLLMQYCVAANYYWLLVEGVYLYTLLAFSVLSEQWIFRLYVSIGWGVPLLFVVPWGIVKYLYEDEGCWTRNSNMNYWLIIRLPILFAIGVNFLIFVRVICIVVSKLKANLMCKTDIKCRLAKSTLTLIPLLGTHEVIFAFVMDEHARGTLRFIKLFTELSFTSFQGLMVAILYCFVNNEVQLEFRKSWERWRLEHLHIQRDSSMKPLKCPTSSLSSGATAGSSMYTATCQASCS
#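 Seeding at 200 cells/uL, 12 h culture, 24 hr compound treatment, then luciferase reagent and a luminescence read; cells are HEK293 stably expressing a constitutively active GLP-1R plus cAMP-responsive luciferase.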
# TDP-43 yeast inh: qHTS of TDP-43 Inhibitors; TDP-43 expressing yeast growth rescue, BacTiter-Glo, 24 h; AID 652104, 2013; Potency, µM (doses to about 46.1 µM), for inactives: at the top dose growth rescue (activation), hits mostly activators; 410,000 compounds, 1.8% hits; note: potency is the fitted concentration of half-maximal effect; % of control where 0% means no effect; nearly all actives have a fitted effect of over 50% in size
#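 Growth rescue of TDP-43-toxic yeast measured as ATP luminescence (BacTiter-Glo). Cells grown to mid-log in raffinose, induced in galactose at OD600=0.02, exposed to compound 24 hr at 30 deg C.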
# DRD3 antagonist: qHTS of D3 Dopamine Receptor Antagonist: qHTS | D(3) dopamine receptor (Homo sapiens), P35462 | D3R cells, DiscoveRx beta-arrestin luminescence, antagonist mode; stronger effect = lower value | max response, negative = inhibition, % | 360,000 compounds, 2.5% hits | AID 652054, 2013; in the data active = max response below about -50%; inconclusive = no clear call, values can overlap the other calls; note: % is set by controls: 0 for no effect and ±100 for the full control effect; mostly tested at two doses, the higher about 12 µM
#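 Cells plated overnight at 1500 cells/well, then exposed to library compounds with dopamine controls for 90 minutes at 37 degrees C. DiscoveRx reagent added for 30–60 minutes at room temperature; luminescence read, quantitative HTS format.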
# KB-V1 MDR tox: qHTS assay for MDR1-selective chemotherapeutics: Primary screen using the drug-selected MDR subline cells KB-V1; KB-V1 MDR cells viability, CellTiter-Glo, 72 h; Potency, µM (titrated, usually from 46.1 µM), without a hit: top-dose activity change, negative = cytotoxicity, usual class: cytotoxic; 400,000 compounds, 3.4% hits; AID 1347076, 2019; note: potency is the fitted concentration of half-maximal effect; % is set by controls: 0 for no effect and ±100 for the full control effect; nearly all actives have a fitted effect of over 60% in size
#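 Compound-treated KB-V1 multidrug-resistant cells, 72 h, 37 degrees C; viability by CellTiter-Glo. Fitted qHTS curves give the values.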
# GLP1R cytotox: qHTS of GLP-1 Receptor Inverse Agonists: Cytotox Screen; AID 624418, 2012; Potency, µM (top dose mostly 38.3 µM), inactives show at the highest dose activity change, negative = inhibition, actives largely listed as inhibitors; HEK293 cAMP-luciferase reporter cells, luminescence, 24 h; 410,000 compounds, 0.13% hits;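 note: loss of luciferase light is scored as toxicity; potency is the fitted concentration of half-maximal effect; % is set by controls: 0 for no effect and ±100 for the full control effect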
#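 MLSMR compounds, 24 hr on cells at 37 deg C/5% CO2; luminescence after luciferase reagent (12 min RT). Inhibition counted as the undesired cytotoxic outcome.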
# aSyn yeast inh: qHTS of alpha-syn Inhibitors; Potency, µM (top dose mostly 46.1 µM), inactives show top-dose growth rescue (activation), most hits filed as activators; 370,000 compounds, 0.14% hits; Yeast expressing alpha-synuclein, growth rescue, BacTiter-Glo, 24 h; note: potency is the fitted concentration of half-maximal effect; % of control where 0% means no effect; nearly all actives have a fitted effect of over 65% in size
#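 Readout is rescue of growth in alpha-synuclein-expressing yeast, so inhibitors of toxicity appear as activators. Growth after 24 hr at 30 deg C in galactose medium is quantified by luminescence.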
# GLP-1R agonist: qHTS of GLP-1 Receptor Agonists; HEK293 GLP-1R CRE-luciferase, luminescence, 4-6 h; cells express a hypersensitive GLP-1R form; Potency, µM (series often up to 45.6 µM), for inactives: at the highest dose activation, most hits filed as activators; Glucagon-like peptide 1 receptor (Homo sapiens), P43220; 380,000 compounds, 0.007% hits; AID 624172, 2012; note: potency is the fitted concentration of half-maximal effect; % of control where 0% means no effect
# * = called active by the depositor; i = inactive; ? = inconclusive; / = no result given; [ ] = another dose, or the depositor's remark. Unless noted, calls come from the whole dose curve; as a rule, active = well fitted curve in the direction sought with a large enough effect; inconclusive = small, poorly fitted or top-dose-only effect, or another doubt; inactive = no such curve, though single readings can be large; an effect the other way counts as inactive or inconclusive. Not all compounds are listed, so the mix of outcomes need not match the whole.
SMILES,PTHR1 ag,DRD3 agonist,GLP-1R inv ag,TDP-43 yeast inh,DRD3 antagonist,KB-V1 MDR tox,GLP1R cytotox,aSyn yeast inh,GLP-1R agonist
CCc1nnc(NC(=O)c2cc(S(=O)(=O)N3CCOCC3)ccc2N2CCCCC2)s1,-45%[inhibitor],-2,13%,-20%,-1,-15%,18%,-1%,7%
O=C1N=C(N2CCOCC2)S/C1=C\c1cccnc1,-24%,-2,8%[0.307 µM],-6%,1,4%,6%[0.307 µM],2%,-15%
Cc1ccc2nc3c(cc(C(=O)NCC4CCCO4)c(=N)n3C(C)C)c(=O)n2c1 (stereo not drawn),i,0,8%,-1%,/,6%,/,/,/
CC12CCC(C(=O)Nc3cccc4ccccc34)(C1Br)C2(C)C (stereo not drawn),-41%[inhibitor][57.5 µM],0,?,14%,14,?,8%,17%,0%
O=C(/C=C/c1ccc(OC2CSC2)cc1)c1ccccc1,3%,-7,?,?,-14,-15%,11%,-10%,-13%
Cc1cccc(N2C(=O)CC(N3CCN(C(=O)c4ccccc4)CC3)C2=O)c1 (stereo not drawn),-22%,-2,8%,0%,22,24%,15%,7%,-7%
Cc1ccccc1C(=O)NC(=S)NCC(=O)c1ccccc1,-4%[57.5 µM],15,-2%,8%,20,0%,-2%,-1%,-8%
CCCC(CCC)C(=O)NC1CC(=O)N(c2ccc3c(c2)OCCO3)C1 (stereo not drawn),-20%,-7,2%,9%,/,11%,2%,/,1%
O=C(COc1ccccc1Cl)NC(=O)NC1CCCC1,-23%,0,25%,26%,-9,?,16%,10%,19%
NC(N)=Nc1nc2ccc(Cl)cc2c(=O)[nH]1,-2%,3,8%,-11%,8,11%,-4%,3%,8%
CC1CC2=C(C(=O)O1)C(c1ccccc1)Nc1ccccc1N2 (stereo not drawn),20%,10,0%,1%,-7,4%,12%,0%,3%
CC(=O)Nc1c(C(N)=O)oc2ccc(Cl)cc12,-12%,-3,7%,6%,3,3%,15%,-1%,4%
CC(C)(C)n1ncc2c(=O)n(CC(=O)Nc3ccc(Cl)cc3)cnc21,i,-14,?,-1%,-54*,-25%,-21%,7%,-4%
Fc1ccc(CNC(=S)NCc2ccccc2)cc1,-21%,3,?,?,2,-25%,?,-5%,-2%
N#Cc1cc2c(nc1SCC(=O)N1CCOCC1)CCCCC2,i,-12,0%,0%,-26,-17%,-17%,2%,-5%
CCc1ccccc1N1CC(c2nc3ccccc3n2Cc2cccc(C)c2)CC1=O (stereo not drawn),i,-4,?,?,/,0%,-14%,/,/
COc1cc(CC(NC(C)=O)C(=O)NC2CCN(c3nc(OC)nc(OC)n3)CC2)cc(OC)c1 (stereo not drawn),i,14,11%,-10%,-4,25%,-12%,0%,-1%
CCC(CC)C(C(=O)NC1CCCC1)N1CCN(c2cc(C)nc3ccccc23)CC1 (stereo not drawn),-25%,0,?,11%,14,?,-19%,0%,/
O=C(COC(=O)c1ccc(F)cc1F)NCCC1=CCCCC1,-15%,-16,16%,25%,-25,2%,-2%,10%,-5%
C=C1C[C@H]2[C@@H]3CCc4cc(OC)ccc4[C@H]3CC[C@]12C,-27%,-17,7%,-8%,0,3%,5%,-16%,-5%
Cc1ccc(S(=O)(=O)N2C[C@H]3C(=O)C[C@@H](c4ccccc4)N(S(=O)(=O)c4cccc(C)c4)[C@H]3C[C@H]2c2ccccc2)cc1,-3%,2,?,20%,5,-18%,7%,-2%,0%
COc1ccc(OC)c(N(CC(=O)NCc2ccncc2)S(C)(=O)=O)c1,i,2,0%,-8%,5,-1%,-22%,-1%,-16%
COc1ccc(C(C)(O)c2nc(-c3csc4ccccc34)cs2)cc1 (stereo not drawn),-23%,-3,?,22µM*,22,0%,-13%,27%,12%
Cc1ccc(C(=O)NCC(C)(C)N2CCOCC2)s1,-8%[57.5 µM],-1,4%,-6%,-29,13%,-13%,3%,-5%
CCCC[C@@H]1CCCO[C@@](C(=O)NCc2cc(C)n(C)n2)(C(F)(F)F)C1,i,12,?,?,9,24%,-9%,7%,7%
O=C(CSc1nnc(-c2ccco2)n1Cc1ccco1)NCc1cccs1,-5%[57.5 µM],0,10%,3%,-23,2%,-8%,2%,-2%
Cc1cccc(C)c1-n1nnnc1C1c2ccccc2C(=O)N1CCCn1ccnc1 (stereo not drawn),i,7,14%,10%,14,-8%,-6%,?,-3%
COCCCNC(=O)C1CCC(CNS(=O)(=O)c2ccc(Cl)cc2)CC1 (stereo not drawn),-25%,-5,?,-26%,-30,?,6%,-2%,5%
COc1ccc(CN(CC(=O)NCc2ccco2)C(=O)CCC(=O)Nc2ccccn2)cc1,i,0,8%,3%,-2,-12%,-4%,-2%,6%
COc1ccc(N2CCN(C(=O)COC(=O)CSc3ccccc3)CC2)cc1,i,-19,0%,-8%,2,0%,8%,-4%,5%
COc1ccc(C(C(=O)NC(C)(C)C)N(C(=O)CCC(=O)Nc2cc(C)on2)c2c(C)cccc2C)cc1 (stereo not drawn),-7%,-9,?,-7%,-3,-8%,-12%,-2%,13%
CCc1ccc2c(c1)c(=O)c(S(=O)(=O)c1ccc(F)cc1)cn2CC(=O)Nc1ccc(C)cc1C,12%,-10,-9%,3%,/,-16%,3%,/,1%
CC(=O)Nc1ccc(Cl)c(-c2nc3ncccc3o2)c1,i,3,54%[activator],-9%,5,3%,-2%,6%,13%
O=C(c1ccc(S(=O)(=O)N2CCCCC2)cc1)N1CCN(Cc2ccc3c(c2)OCO3)CC1,-19%,4,-2%,10%,0,2.6µM*,-1%,-11%,0%
O=C(COc1ccc(Cl)cc1Cl)NNC(=S)NC(=O)c1ccco1,i,3,-1%,18µM*,11,?,0%,10µM*,-1%
CC(=O)N1N=C(c2cccc(Cl)c2)OC1c1ccc(C(C)C)cc1 (stereo not drawn),i,1,6%,-2%,16,-14%,6%,/,0%
COc1ccccc1C(O)(C(=O)NNc1ccccc1C)c1ccccc1OC,?,3,-21%,0%,3,9%,5%,-6%,0%
NCC1CC2c3ccccc3C1c1ccccc12 (stereo not drawn),i,8,?,-19%,7,8%,-7%,1%,20%
CC(Oc1ccc(Cl)cc1)c1ccnn1S(C)(=O)=O (stereo not drawn),-11%[57.5 µM],-1,-12%,9%,0,0%,5%,-5%,2%
CN(Cc1ccccc1)C(=O)c1ccc(Cl)c([N+](=O)[O-])c1,-14%,-9,-29%,-31%[inhibitor],-15,-6%,11%,2%,-2%
CCCC#Cc1ccc2c(c1)O[C@H](CN(C)S(=O)(=O)c1cccc(OC)c1)[C@H](C)CN([C@H](C)CO)S2(=O)=O,i,3,?,23%,0,-24%,-15%,4%,15%
CCOc1ccccc1NC(=O)CCc1nnc2ccc(N3CCC4(CC3)OCCO4)nn12,-7%,-8,25%,-38%,-19,?,2%,-2%,6%
CCc1ccc(S(=O)(=O)c2nnn3c2nc(NC2CCCCCC2)c2sccc23)cc1,i,0,24%,7%,/,-6%,-4%,/,/
CC1(C(=O)NS(=O)(=O)c2ccc(C#N)cc2)CCN1C(=O)c1ccccc1CCc1ccccc1 (stereo not drawn),-53%[inhibitor],-2,-7%,4%,-28,-1%,-2%,-12%,-1%
COc1ccc(-c2nn3c(=O)cc(CN4CCN(C(=O)Nc5cc(C)ccc5C)CC4)nc3s2)cc1,-10%,3,9%,12%,/,4%,0%,/,/
Cc1c(C(=O)c2ccc([N+](=O)[O-])cc2)c(=O)n(C)c(=O)n1C,i,-10,-3%,-9%[0.397 µM],15,-2%,-6%,12%,0%
O=C(c1cccs1)c1cn(CCOc2ccc(F)cc2)c2ccccc12,-1%,-12,11µM*,17%,/,/,0%,/,/
CCOP(=O)(OCC)C(Nc1ccccn1)c1ccc(F)cc1 (stereo not drawn),i,4,1%,10%,2,14%,-6%,2%,-7%

# Filtered by structure, the compounds so far containing an aryl thioether with sulfur outside any ring.
SMILES,PTHR1 ag,DRD3 agonist,GLP-1R inv ag,TDP-43 yeast inh,DRD3 antagonist,KB-V1 MDR tox,GLP1R cytotox,aSyn yeast inh,GLP-1R agonist
N#Cc1cc2c(nc1SCC(=O)N1CCOCC1)CCCCC2,i,-12,0%,0%,-26,-17%,-17%,2%,-5%
O=C(CSc1nnc(-c2ccco2)n1Cc1ccco1)NCc1cccs1,-5%[57.5 µM],0,10%,3%,-23,2%,-8%,2%,-2%
COc1ccc(N2CCN(C(=O)COC(=O)CSc3ccccc3)CC2)cc1,i,-19,0%,-8%,2,0%,8%,-4%,5%

# More results:
SMILES,PTHR1 ag,DRD3 agonist,GLP-1R inv ag,TDP-43 yeast inh,DRD3 antagonist,KB-V1 MDR tox,GLP1R cytotox,aSyn yeast inh,GLP-1R agonist
O=C(O)C1CCN(S(=O)(=O)c2cccnc2)CC1,-12%,0,10%,4%,-10,-8%,5%,0%,-18%
COc1cccc(-n2c(=O)c3sccc3n(CC(=O)NC3CCCCC3)c2=O)c1,i,-30,31%[activator],0%,-16,-19%,3%,-5%,1%
COc1ccc(CCN2C(=O)CC(C(N)=O)SC2=Nc2ccccc2)cc1 (stereo not drawn),i,-6,?,-4%,1,-25%,?,-5%,9%
COc1ccc(CNC(=O)C[C@H]2C[C@H](C(=O)N3CCCCC3)[C@@]3(CCc4ccccc4)c4[nH]c5cc(-c6ccco6)ccc5c4CCN3C2=O)cc1OC,i,-13,-14%,8%,?,13%,-3%,0%,2%
